Screening results from PubChem BioAssay.
FUS yeast rescue – FUS proteinopathy suppression in yeast; S. cerevisiae FUS-expressing, growth rescue, OD600, 24 h; Potency, µM (titrated, usually from 76.6 µM), for inactives: at the highest dose growth rescue (activation), actives largely listed as activators; hit rate 0.24% among 390,000;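 note: plate controls were DMSO vehicle for no effect and reference control for full effect; nearly all actives have a fitted effect of over 55% in size; some results filed as inactive show a strong effect at the top dose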
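Cultures pregrown in 2.5% raffinose medium are shifted to minimal medium containing 2% galactose to express toxic FUS. Compounds are tested at several concentrations. After 24hr at 30C, growth is quantified at 600 nm absorbance.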
Abeta yeast res – compounds reversing amyloid beta toxicity in yeast; yeast expressing A-beta42, growth rescue, OD600, 48 h; response scale: 0% DMSO, 100% iron-clioquinol control; Potency, µM (series often up to 46.1 µM), inactives show at the highest dose growth rescue, actives largely listed as activators; hit rate 0.063% among 410,000; AID 1347071; note: nearly all actives have a fitted effect of over 55% in size
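Yeast growth medium received pinned compounds, then yeast cells expressing toxic A-beta were added; plates incubated at 30 C for 48 hr. Growth read as absorbance at 600 nm, normalized to DMSO and equimolar FeCl3 plus clioquinol controls.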
* = called active by the depositor; u = inconclusive. Calls come from the whole dose curve; as a rule, active = well fitted activation curve with a large enough effect; inconclusive = small, poorly fitted or top-dose-only effect; inactive = no such curve, though single readings can be large or run the other way. Potency is the fitted concentration of half-maximal effect. An excerpt (hit frequency here may not be typical).

item	canonical_smiles	FUS yeast rescue	Abeta yeast res
1	CCOc1ccc(C2C(C(=O)Nc3ccc(C)cc3C)=C(C)Nc3c(C(=O)Nc4ccc(C)cc4)cnn32)cc1OC (centres undefined)	-13.7%	-1.1%
2	COc1cccc(C(=O)Nc2ccccc2C(=O)OCc2cc(=O)n3c(C)csc3n2)c1	-11.1%	-6.3%
3	COc1ccccc1NC(=O)CN1C(=O)CCSc2ccccc21	12.2%	-6.3%
4	CC1=C(C(=O)Nc2ccc(F)cc2F)C2(CCN(C(C)C)CC2)OC1=O	-3.8%	-16.5%
5	Cn1c(=O)cc(OCC(=O)NCc2ccc(F)cc2Cl)c2ccccc21	-39.9%	-11.5%
6	Cc1cn2c(=O)cc(COc3ccccc3NC(=O)c3ccc(C(C)(C)C)cc3)nc2s1	-35.0%	-2.5%
7	CCCOc1ccc(-c2nonc2NC(=O)c2oc3ccc(C)cc3c2C)cc1OCCC	22.6%	-7.2%
8	Cc1ccc(C)c(NC(=O)Cn2c(=O)n(Cc3ccc4c(c3)OCO4)c(=O)c3oc4ccccc4c32)c1	-21.7%	9.9%
9	COc1cccc(CNC(=O)c2cnc(N3CCCCC3)c3ccccc23)c1	3.7%	5.7%
10	COc1ccc(N2CC(C(=O)Nc3ccccc3-c3nc(-c4ccc(C)cc4)no3)CC2=O)cc1 (centres undefined)	-20.3%	-20.1%
11	COc1cccc(Nc2nc(-c3ccccc3)c3cc(C)ccc3n2)c1	6.8%	-5.5%
12	COc1cc(C2CC(=O)Nc3c2c(=O)[nH]c2ncnn32)ccc1O (centres undefined)	10.0%	-18.4%
13	CCc1nn(CC(=O)N2CCN(c3cccc(C(F)(F)F)c3)CC2)c(=O)c2cccn12	-8.2%	-15.9%
14	CCOc1ccc(-c2cn3c(n2)sc2cc(C(=O)NCCCc4ccccc4)ccc23)cc1	-10.7%	-12.7%
15	COC(=O)c1ccccc1NC(=O)c1nc(S(=O)(=O)Cc2cccc(C)c2)ncc1Cl	-3.4%	-2.2%
16	COc1cccc(-c2ccc3c(N)c(C(=O)c4ccc(Cl)cc4)sc3n2)c1	5.1%	-8.0%
17	CCc1nnc2c3ccccc3nc(N3CCN(c4cc(Cl)ccc4C)CC3)n12	-0.4%	-16.1%
18	Cc1ccccc1C(=O)Nc1nc2nc(C)c(C)c(=O)n2[nH]1	9.6%	-12.3%
19	CCCCNC(=O)c1cnn2c(C)c(Cc3c(F)cccc3Cl)c(C)nc12	-7.8%	-12.4%
20	CC(=O)c1cccc(NC(=O)Cn2cc(C(=O)c3cccc(Cl)c3)c(=O)c3ccc(C)nc32)c1	7.4%	-5.5%
21	CCOc1ccc(N(Cc2ccccc2)C(=O)c2nc(SC)ncc2Cl)cc1	37.0%	-25.9%
22	Cc1ccc2c(c1)C(c1ccccc1)N(C(=O)c1ccc(OC(C)C)cc1)CC(=O)N2 (centres undefined)	25.4%	21.5%
23	CCCNC(=O)C1CCN(C(=O)N2CC(C)Oc3ccccc32)CC1 (centres undefined)	-33.7%	0.6%
24	CC(C)CCSc1nnc2n(-c3ccccc3)c(=O)c3c4c(sc3n12)CC(C)CC4 (centres undefined)	-5.4%	-12.8%

Values in list order from above.
FUS yeast rescue, nos. 17–24 → -0.4%, 9.6%, -7.8%, 7.4%, 37.0%, 25.4%, -33.7%, -5.4%
Abeta yeast res, nos. 17–24 → -16.1%, -12.3%, -12.4%, -5.5%, -25.9%, 21.5%, 0.6%, -12.8%

Continued:
item	canonical_smiles	FUS yeast rescue	Abeta yeast res
25	CC(=O)Nc1cccc(C(=O)NCc2ccc3c(c2)CCN3C(C)=O)c1	-8.3%	-5.6%
26	CCOC(=O)Cn1c(=O)n(CC2CCCO2)c2nc(-c3ccc(C)cc3)nc(C(N)=O)c21 (centres undefined)	11.9%	-16.6%
27	CC(C)CCN1C(=O)c2ccccc2CC1(C)C(=O)NC1CCCCC1 (centres undefined)	8.2%	-15.4%
28	O=C(c1ccccc1)c1ccc2nc(N3CCN(c4ccc(F)cc4)CC3)c3nncn3c2c1	21.1%	-1.2%
29	CC(C)C(=O)Nc1nnc(SCc2cc(=O)n3ccccc3n2)s1	4.3%	-16.1%
30	Cc1ccc(CCNC(=O)c2c[nH]c3ccc(S(=O)(=O)Nc4cccc(C(F)(F)F)c4)cc3c2=O)cc1	5.9%	6.7%
31	COc1ccc(C(CC(=O)NCc2ccccc2)N2Cc3ccccc3C2=O)cc1 (centres undefined)	16.8%	-38.5%
32	CCOC(=O)c1ccc(NC2=CC(c3ccc(OCC)cc3)N(c3ccc(C(=O)OCC)cc3)C2=O)cc1 (centres undefined)	-17.7%	-5.4%
33	CC(=O)c1cccc(NC(=O)c2c(-c3ccccc3)c(-c3ccccc3)nn(C)c2=O)c1	25.0%	4.6%
34	Cc1ccc(-n2ncc(C(=O)NC3CCCC3)c2C2CCN(C(=O)OC(C)(C)C)CC2)c(C)c1	32.9%	u
35	Cc1ccc(-c2c(C(=O)NCCc3ccccc3)oc(=O)c3ccccc23)cc1	u	-17.0%
36	O=C(NCCO)C(=O)NCC(c1ccc2c(c1)OCO2)N1CCOCC1 (centres undefined)	-0.3%	-13.6%
37	CCc1c(C)nc2nncn2c1Nc1cccc(C)c1	-3.8%	-5.2%
38	Fc1ccccc1N1CCN(Cc2nnc(-c3ccc4c(c3)OCO4)o2)CC1	-14.2%	3.4%
39	COc1ccc(NC(=O)c2cc(C3CC3)nc3c2c(C)nn3-c2ccccc2)c(OC)c1	-7.9%	-16.6%
40	COc1cc(NC(=O)c2ccc(NC(=O)N3CCSc4ncccc43)cc2)cc(OC)c1	20.2%	-0.4%
41	COc1cccc(/C=C(\C#N)C(=O)Nc2ccc(NC(C)=O)cc2)c1OC	6.5%	-25.6%
42	CC(C)NC(=O)c1ccc(Cn2c(SCc3ccc(F)cc3)nc3cccnc32)cc1	3.9%	0.3%
43	CCCN(CCC)CCCNC(=O)c1cn(C)c2ccc(S(=O)(=O)N3CCOCC3)cc2c1=O	4.3%	5.9%
44	CCN(CC)c1ccc(-c2nc(-c3ccccn3)no2)cc1[N+](=O)[O-]	8.5%	-17.0%
45	COc1ccc(CCNC(=O)c2ccc(Cn3c(=O)c4ccccc4n(Cc4cc(C)ccc4C)c3=O)cc2)cc1OC	-5.1%	-1.0%
46	CCOc1ccc(S(=O)(=O)Nc2cc3c(C(=O)OC)c(COC)oc3c3ccccc23)cc1	11.1%	5.2%
47	CC(C)Oc1ccc(C(=O)N2CCC(c3nc4ccccc4s3)CC2)cc1	34.9%	-1.3%
48	Cc1ccc2nc(COc3ccc(NC(=O)COc4ccccc4F)cc3)cc(=O)n2c1	-14.6%	-27.4%
49	COC(=O)c1ccc(NC(=O)CC2C(=O)N(c3ccc(C)cc3)C(=O)N2Cc2ccc(OC)cc2)cc1 (centres undefined)	5.9%	18.9%
50	CCOC(=O)c1sc(NC(=O)COc2ccccc2Cl)c(C(=O)OCC)c1C	-12.7%	-0.7%
51	CCCc1noc(-c2ccc(NCc3ccccc3OC)c([N+](=O)[O-])c2)n1	-11.7%	-2.2%
52	Cc1nn(C)c2c1c(-c1ccccc1)cc(=O)n2Cc1ccccc1F	11.3%	0.6%
53	O=C(Cn1c(=O)c2ccccc2n(CC(=O)Nc2ccc(F)cc2)c1=O)NCCc1ccccc1	43.7%	-16.7%
54	O=C(CSc1oc(-c2ccc(F)cc2)nc1S(=O)(=O)c1ccc(Cl)cc1)c1ccccc1	14.9%	12.9%
55	COc1ccc(-c2nc3n(n2)C(c2ccc(OC)c(OC)c2)C(C(=O)Nc2cccnc2)=C(C)N3)cc1 (centres undefined)	12.3%	-3.9%
56	CCOc1ccc(CNc2nc3nc(C)c(Cc4ccccc4)c(=O)n3[nH]2)cc1	-15.8%	-5.0%
57	COc1ccc(OC)c(NC(=O)Cn2cnc3onc(-c4ccc(Cl)cc4)c3c2=O)c1	-5.7%	-10.0%
58	CCc1nnc(SCC(=O)Nc2cc(Cl)c(OC)cc2OC)c2cc3oc(C)cc3n12	-30.2%	-2.0%
59	Cc1c(C(=O)O)oc2c1-c1nn(Cc3ccc(Cl)cc3)cc1CC2	15.9%	-11.2%
60	CCc1ccc2oc(-c3cccc(NC(=O)c4ccc(N5CCC(C)CC5)c([N+](=O)[O-])c4)c3)nc2c1	-10.4%	-31.3%
61	Cc1ccc(NC(=O)c2c(C)oc3ccc(O)c(CN4CCCCC4)c23)cc1	8.5%	13.4%
62	O=C(CSc1nc2ccccc2nc1Cc1ccc(Cl)cc1)N1CCCCC1	u	-0.9%
63	Cc1cccc(CCNC(=O)CCc2c(C)nc3c(-c4ccc(F)cc4)c(C)nn3c2C)c1	-24.5%	2.4%
64	Fc1ccc(-c2noc3ncnc(NCC4CCN(Cc5ccc(Cl)cc5)CC4)c23)cc1	4.5%	-4.0%
65	COC(=O)c1ccccc1NC(=O)c1cn2c3c(ccc(Cl)c3c1=O)OC(C)C2 (centres undefined)	-17.3%	-10.0%
66	CC(=O)c1ccc(S(=O)(=O)Nc2ccc(-c3cn4c(C)csc4n3)cc2)cc1	u	-7.0%
67	O=C(Nc1ccccc1)c1cc2c(-c3ccccc3)nn(-c3ccccc3)c2s1	-12.0%	-5.3%
68	COc1cc(OC)c(NC(=O)NCc2ccc3c(c2)CCN3C(C)=O)cc1Cl	14.9%	5.8%
69	Nc1cccc(-c2cn3ccsc3n2)c1	11.3%	2.7%
70	N#Cc1ccccc1NC(=O)c1cnc(N2CCOCC2)c2ccccc12	-6.3%	-13.2%
71	COc1ccc(-c2cccc(NS(=O)(=O)c3cc(C)ccc3OC)c2)nn1	11.3%	-4.9%
72	COc1ccc(-c2cc3nc(C)c(CCC(=O)N4CCN(c5cc(C)ccc5C)CC4)c(C)n3n2)c(OC)c1	-18.7%	-10.2%
73	CCCS(=O)(=O)N1CC(=O)N(c2ccc(C)cc2)C(C)(C(=O)NC2CCCCCC2)C1 (centres undefined)	2.1%	-11.7%
74	COc1ccc(Cl)cc1NC(=O)C1CCCN(S(=O)(=O)c2ccc3c(c2)CCCC(=O)N3)C1 (centres undefined)	-4.4%	-11.1%
75	O=C(Nc1ccc2nc(SCC(=O)N3CCc4ccccc43)sc2c1)c1cccc(Cl)c1	6.9%	-14.6%
76	CCOC(=O)c1ccc(-c2ccc(/C=C(\C#N)C(=O)Nc3ccc(OCC)cc3)o2)cc1	-22.3%	-3.5%
77	COc1ccc(-n2c(=O)c3c4c(sc3n(C)c2=O)CN(C(C)=O)CC4)cc1	-1.8%	-8.7%
78	O=C(Nc1ncc(Cc2ccc(Cl)cc2)s1)c1ccc2c(c1)CC(c1ccccc1)OC2=O (centres undefined)	-11.6%	-8.7%
79	CCCNC(=O)c1ccc2c(c1)N=C(C)c1c(C)ccc(C)c1S2	23.6%	-10.6%
80	CC(=O)NCCNC(=O)CCCn1c(=O)[nH]c2ccsc2c1=O	-40.9%	-8.8%

Some of the entries so far, field by field:
#18 Cc1ccccc1C(=O)Nc1nc2nc(C)c(C)c(=O)n2[nH]1
  FUS yeast rescue = 9.6%
  Abeta yeast res = -12.3%

#19 CCCCNC(=O)c1cnn2c(C)c(Cc3c(F)cccc3Cl)c(C)nc12
  FUS yeast rescue = -7.8%
  Abeta yeast res = -12.4%

#20 CC(=O)c1cccc(NC(=O)Cn2cc(C(=O)c3cccc(Cl)c3)c(=O)c3ccc(C)nc32)c1
  FUS yeast rescue = 7.4%
  Abeta yeast res = -5.5%

#21 CCOc1ccc(N(Cc2ccccc2)C(=O)c2nc(SC)ncc2Cl)cc1
  FUS yeast rescue = 37.0%
  Abeta yeast res = -25.9%

Next results.
item	canonical_smiles	FUS yeast rescue	Abeta yeast res
81	CCN(C(=O)CCc1nc(-c2ccc(C)cc2)no1)c1cccc(C(F)(F)F)c1	u	6.2%
82	O=C(CCc1nc2cccnc2n1Cc1cccs1)Nc1cccc(Cl)c1	33.9%	21.6%
83	O=C(CCCCn1c(=O)c2ccccc2n(Cc2cccc(F)c2)c1=O)NCCc1ccccc1	-9.9%	-1.9%
84	Cc1ccc2nc(-c3ccc(C)s3)c(Nc3ccc4c(c3)OCCO4)n2c1	-3.5%	-17.4%
85	COc1ccccc1NC(=O)C1=C(C)Nc2nc(SC)nn2C1c1ccccc1Cl (centres undefined)	-12.8%	-1.9%
86	COC(=O)c1ccc([C@@H]2Nc3c(cccc3C(F)(F)F)[C@@H]3C=CC[C@@H]32)cc1	-3.0%	-1.8%
87	COc1ccc(C2CC(=O)c3cc(-c4nc(-c5cccc([N+](=O)[O-])c5)cs4)c(=O)n(-c4ccccc4N)c3C2)cc1 (centres undefined)	19.3%	-0.3%
88	CC(C)c1ccc2oc(-c3ccc(Cl)c(NC(=O)Cc4ccccc4)c3)nc2c1	-9.0%	-5.6%
89	COc1ccc(CNc2oc(/C=C/c3cccc(OC)c3)nc2C#N)cc1	36.8%	-8.5%
90	CCOc1ccc(NC(=O)c2cn3c4c(ccc(Cl)c4c2=O)OC(C)C3)cc1 (centres undefined)	-13.7%	14.5%
91	COc1ccc(NC(=O)c2ccc3oc(=O)c(S(=O)(=O)c4ccc(F)cc4)cc3c2)c(OC)c1	11.1%	-11.2%
92	COc1ccc(Cn2c(CCC(=O)Nc3cccc(Cl)c3)nc3cccnc32)cc1	5.3%	-0.8%
